From PubChem
MITF TRPM1 inh: MITF TRPM1 promoter inhibition in SK-MEL-5 cells; AID 488899; actives 0.83% (n = 330,000); inhibition, % at 12.5 µM; SK-MEL-5 TRPM1 promoter luciferase, 24 h;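 active = mean inhibition across replicates of 60% or more, whatever share of single replicates reaches that level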; also: values of inactives mirror those of a sister screen read the other way
HIF-2a inh: inhibitors of HIF-2a; 786-0 RCC cells HIF-2a reporter, luciferase luminescence, overnight; inhibition, % at 18.8 µM; actives 0.72% (n = 360,000); AID 624352;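 active = inhibition of the luminescence signal of 40% or more relative to plate controls, in a single-dose primary screen at 18.75 µM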
NR2E3 ag-1: agonists of human nuclear receptor NR2E3 | inhibition of corepressor binding, % at 4.78 µM | GST-NR2E3/biotin-RetCOR TR-FRET, 1536-well | Q9Y5X4 | AID 2300 | actives 0.12% (n = 320,000);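 active = percent inhibition above the cutoff of mean plus 3 SD of all tested compounds, set per screening campaign, cut at about 20% in these data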;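 also: 0% = DMSO wells and 100% = biotin wells as full block of FRET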
Target sequence (Q9Y5X4 whole entry, looked up): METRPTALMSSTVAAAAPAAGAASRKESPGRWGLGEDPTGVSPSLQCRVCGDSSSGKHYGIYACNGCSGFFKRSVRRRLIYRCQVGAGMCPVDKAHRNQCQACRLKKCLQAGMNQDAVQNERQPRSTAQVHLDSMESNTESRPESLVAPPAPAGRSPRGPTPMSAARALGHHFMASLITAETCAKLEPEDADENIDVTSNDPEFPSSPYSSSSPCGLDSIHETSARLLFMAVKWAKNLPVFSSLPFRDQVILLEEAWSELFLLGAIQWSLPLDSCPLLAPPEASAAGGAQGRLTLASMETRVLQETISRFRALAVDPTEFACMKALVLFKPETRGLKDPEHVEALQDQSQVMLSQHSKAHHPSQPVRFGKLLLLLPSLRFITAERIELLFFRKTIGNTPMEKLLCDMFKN
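Format: 1536-well format; test system: GST-NR2E3 and biotin-RetCOR proteins; read-out basis: percent inhibition of TR-FRET ratio; timing: 5 h incubation at 4 °C; detection: time-resolved FRET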
aDG glyco up: increases alpha dystroglycan glycosylation. Pro5-aDG cells, alpha-DG glycosylation AlphaScreen (IIH6); 0% Pro5, 100% B10-LARGE cell signal. activation, % at 10 µM. actives 0.22% (n = 360,000). AID 624168;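 active = activation of at least 8% versus controls, or a plate z-score of at least 8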;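 also: Pro5 are CHO cells carrying HIG-tagged alpha-DG that lacks glycosylation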
Peg3 promoter: inhibitors of Peg3 promoter; HeLa PEG-Prom luciferase reporter, luminescence, overnight; inhibition, % at 20 µM; actives 1.7% (n = 360,000); AID 588405;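 active = inhibition of at least 50% at 20 µM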
iPSC survival up: enhancers of human iPSC single-cell survival; survival enhancement, % at 20 µM; actives 0.044% (n = 360,000); hiPSC single-cell survival, ATPlite luminescence; 100% = ROCK inhibitor wells, 0% = DMSO; in the data active = survival enhancement above about 18%;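 also: cells exposed to compounds for 16 hours before the ATP read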
KKLEB tox: CF airway cell cytotoxicity counter-screen; KKLEB CF airway cells viability, ATPlite luminescence, overnight; hits give low values; cells stimulated with P. aeruginosa culture filtrate; actives 0.36% (n = 360,000); activity change (cytotoxicity), % at 5 µM;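 active = corrected activity change at or below -50% at 5 µM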
Shn3 inh set2: inhibitors of Schnurri-3 3'UTR reporter in osteoblasts. Clone20 osteoblast Shn3 3'UTR firefly luciferase, 24 h. inhibition, % at 12.5 µM. actives 0.52% (n = 360,000). AID 588674;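 active = mean inhibition of at least 75% with every replicate also reaching 75%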;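 also: 0% = median of neutral control wells and 100% = pilot-screen positive control compound; some compounds past the cut are filed as inactive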
NR2E3 ag-2: activates human NR2E3 receptor. inhibition of corepressor binding, % at 3.98 µM. Q9Y5X4. AID 602229. CHO-S Gal4-NCOR/VP16-NR2E3 two-hybrid, luciferase. actives 0.35% (n = 360,000);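 active = inhibition above the mean of all tested compounds plus 3 SD, cut at about 70% in these data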;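 also: 0% = DMSO with NR2E3 transfected cells and 100% = cells lacking NR2E3 construct; higher means lower luciferase signal from less NR2E3 corepressor binding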
TWEAK-Fn14 inh: blocks TWEAK-Fn14 interaction in a reporter cell assay; actives 2% (n = 360,000); TWEAK-stimulated Fn14 reporter cells, luciferase luminescence, 8 h; inhibition, % at 10 µM; in the data active = inhibition above about 50%
CF NFkB block: cystic fibrosis NF-kB activation inhibition; KKLEB NF-kB-GFP reporter, PAF-induced, GFP fluorescence overnight; inhibition, % at 5 µM; actives 0.86% (n = 360,000);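 active = at least 50% inhibition at 5 µM, scaled per plate between neutral and stimulator controls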;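 also: PAF is a Pseudomonas aeruginosa culture filtrate used as stimulus; plate controls were PAF-stimulated DMSO wells for no effect and unstimulated DMSO wells for full effect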
An asterisk follows results filed as active; · = no result given; & = joins results of further samples; ! = repeats disagree.

SMILES	MITF TRPM1 inh	HIF-2a inh	NR2E3 ag-1	aDG glyco up	Peg3 promoter	iPSC survival up	KKLEB tox	Shn3 inh set2	NR2E3 ag-2	TWEAK-Fn14 inh	CF NFkB block
CCN(CC)CCCNC(=O)c1ccc(C)c(NC(=O)C2=C(C)OCCS2)c1	0	5	-1	0.0	7	-0.3	-4	23	-18	14	2
COc1ccccc1N1C(=O)CSC1=S	17	22	-1	-0.1	15	-0.5	-7	40	3	4	8
CC(C)n1c(=O)c2ccccc2n1Cc1cn(Cc2cccnc2)nn1	·	13	·	-0.2	-2	-0.4	1	-4	13	7	-7
Cc1ccc(CNc2cnn(C34CC5CC(CC(C5)C3)C4)c(=O)c2Cl)cc1	19	16	2	0.7	8	0.8	-10	-9	-11	7	4
CS(=O)(=O)N1CCC(Oc2cccc(C(=O)NCCCC3CCCC3)c2)CC1	4	4	1	0.4	-12	0.2	-16	36	28	10	17
Cc1cccn2cc(CCNC(=O)Cc3cccs3)nc12	11	9	-1	0.1	-6	-0.4	-3	9	12	10	0
Nc1cc2c(cc1C(=O)c1ccc(Cl)cc1)OCCO2	1	-7	-2	-0.4	12	-0.5	-11	20	-11	16	-8
Cc1ccc(C(=O)NC(Cc2c[nH]c3ccccc23)C(=O)O)o1 (stereo not drawn)	9	-1	4	0.2	4	0.5	-3	0	12	20	-3
CCOC(=O)c1ccc(N2C(=O)CC(Sc3nnc(C)s3)C2=O)cc1 (stereo not drawn)	-3	-5	2	-0.1	8	1.7	9	9	-4	69*	-3
COc1ccccc1-c1noc(-c2cccnc2)n1	-75	-161	5	0.2	-126	-1.0	-7	-70	-39	-11	19
Brc1cnc2nc(SC/C=C/c3ccccc3)[nH]c2c1	-1	-15	1	0.1	-48	1.3	0	11	-11	-18	15
Cc1cccn2c(=O)nc(SCC(=O)Nc3ccc4c(c3)OCCO4)nc12	-2	-18	3	-0.1	1	-0.1	9	1	8	-9	10
CCCN(CC(=O)Nc1ccccc1C)C(=O)c1ccc(C2SCCS2)cc1	10	-15	-3	0.1	5	-0.5	3	79	3	-2	-5
CC(C(=O)Nc1ccc(S(=O)(=O)N2CCCC2)cc1)N(C)CC(=O)Nc1cccc(F)c1 (stereo not drawn)	9	14	·	-0.2	18	0.1	10	-8	18	-6	11
O=C(CN1C(=O)c2ccccc2S1(=O)=O)c1ccc(O)c(O)c1	17	20	2	0.2	1	-0.1	1	·	-1	48	1
COc1ccc(-c2csc(NC(=O)c3cc(-c4cccs4)nc4ccccc34)n2)c(OC)c1	-8	-3	-7	-0.2	-13	-0.2	7	9	-9	-21	-12
CCc1noc(C)c1C(=O)N1CCN(S(=O)(=O)c2ccc(Cl)cc2)CC1	-13	12	0	0.0	1	-0.4	-13	-1	-17	3	-6
CCOc1cc(C(=O)N/N=C\c2cn(CC)nc2C)cc(OCC)c1OCC	1	10	0	0.0	18	-0.8	-1	6	22	2	15
CCOC(=O)N1CCN(C(=O)C[C@@H]2C[C@@]3(C(=O)OCC)CCCC=C3N(Cc3ccco3)C2=O)CC1	·	20	·	0.6	·	0.4	·	·	-6	23	·
CCC(C)c1ccccc1N1CC(C(=O)N(C)CC(=O)Nc2cccc(F)c2)CC1=O (stereo not drawn)	4	-3	4	-0.2	-7	-0.4	4	-5	-22	-4	-30

Structures above that contain a furan ring, fused or not, in the order listed:
SMILES	MITF TRPM1 inh	HIF-2a inh	NR2E3 ag-1	aDG glyco up	Peg3 promoter	iPSC survival up	KKLEB tox	Shn3 inh set2	NR2E3 ag-2	TWEAK-Fn14 inh	CF NFkB block
Cc1ccc(C(=O)NC(Cc2c[nH]c3ccccc23)C(=O)O)o1 (stereo not drawn)	9	-1	4	0.2	4	0.5	-3	0	12	20	-3
CCOC(=O)N1CCN(C(=O)C[C@@H]2C[C@@]3(C(=O)OCC)CCCC=C3N(Cc3ccco3)C2=O)CC1	·	20	·	0.6	·	0.4	·	·	-6	23	·

Other results.
SMILES	MITF TRPM1 inh	HIF-2a inh	NR2E3 ag-1	aDG glyco up	Peg3 promoter	iPSC survival up	KKLEB tox	Shn3 inh set2	NR2E3 ag-2	TWEAK-Fn14 inh	CF NFkB block
CC(=O)N1CCN(c2ccc(NC(=O)COc3ccc(Cl)cc3Cl)cc2)CC1	4	6	7	-0.2	-2	1.9	-6	-2	-18	20	12
Cc1ccc(C(=O)N/C(=C\c2cccs2)C(=O)NCCCn2ccnc2)cc1C	17	14	3	0.0	8	10	-1	-2	-10	4	11
Cn1c(=O)c2[nH]c(=O)cnc2n(C)c1=S	11	25	-2	0.0	12	-0.5	4	-10	6	7	10
Cc1cc(C(=O)NNC(=O)COc2c(C)cc(Br)cc2C)n[nH]1	7	14	0	0.1	18	0.5	4	-10	0	-5	-2
CC(=O)C1=C(C)NC(SCC(=O)c2ccc(Cl)c(Cl)c2)=C(C#N)C1c1ccco1 (stereo not drawn)	-4	-7	-1	0.1	13	1.7	0	3	-8	18	-12
COc1ccccc1NC(=S)N(CCc1nc2cc(C)c(C)cc2[nH]1)Cc1cccnc1	1	2	1	-0.3	9	-0.8	-6	1	-13	-3	-9
Cc1c(C)[n+](=O)c2c(n1[O-])CCC2	-7	14	3	0.0	10	3.1	8	-17	-21	0	5
Cc1ccc(S(=O)(=O)N2CCN(C(=O)N3CCOCC3)C2c2ccc(N(C)C)cc2)cc1 (stereo not drawn)	5	17	1	0.0	-5	-4.6	7	-5	-2	7	-2
CC(=O)Nc1nc2c(F)cccc2s1	-15	-34	0	-0.1	-36	-0.4	5	-46	12	-3	-7
Cc1cc(NC(=O)c2ccccc2F)n(-c2nc3ccccc3[nH]2)n1	-19	-80	0	-0.5	-26	-3.3	-4	5	-29	15	-7
Cc1ccc(NC(=O)N2CCCC2C(=O)NCCC2=CCCCC2)cc1 (stereo not drawn)	6	0	-1	-0.2	1	1.6	3	-11	2	-2	-11
Cc1ccc(C(=O)OCC(=O)NC2CCCCC2)o1	11	-1	-1	-0.1	-14	0.1	1	-4	-11	0	7
COc1ccc(Cn2c(C)nnc2-c2cnn(C)c2N)cc1OC	-2	5	0	-0.1	-11	-0.2	5	16	-17	22	2
Cc1ccc2c(c1)NC(=O)CC(c1ccccc1)=N2	-46	-165	-1	-0.1	-181	-1.7	3	-56	-51	-21	-13
COc1ccccc1N1CCN(C/C(O)=C(\C#N)c2nc(-c3ccccc3)cs2)CC1	2	2	1	0.2	4	-0.2	-6	1	-1	12	-3
Cc1cccc(C)c1NC(=O)CNC(=O)c1cn(-c2ccccc2)nc1-c1ccccc1	5	-6	1	0.0	-4	0.2	9	-8	-7	7	-30
COc1cc(NS(=O)(=O)c2ccc(NC(=S)NC(=O)C(C)(C)C)cc2)nc(OC)n1	0	7	-2	-0.2	0	-0.3	-17	13	-31	0	20
CCOc1ccc(S(=O)(=O)N2CCCC(C(=O)Nc3cc(C)cc(C)c3)C2)cc1 (stereo not drawn)	27	8	2	0.1	19	0.0	3	11	14	11	4
COc1ccc(NC(=O)CN(C)C(=O)C23CC4CC(CC(C4)C2)C3)cc1	10	9	-1	0.0	12	0.3	1	-13	-7	12	4
COc1cccc(C(=O)N(Cc2cc3cc(C)ccc3[nH]c2=O)CC2CCCO2)c1 (stereo not drawn)	4	21	0	-0.2	7	-2.2	-10	12	-27	7	4
COCC(C)n1c(-c2ccc3c(c2)NC(=O)CO3)csc1=Nc1ccc(OC(F)F)cc1 (stereo not drawn)	40&48	-13&-15	0	0.3&0.0	6&8	0.7&-0.1	-11&-9	48&80	32&40	63*!	10&9
Cn1cnnc1SCCOc1ccc(Cl)cc1	-10	-57	-3	-0.1	-47	-0.7	1	-27	-42	-9	-4
NNC(=O)c1ccc(-c2cccc([N+](=O)[O-])c2)o1	1	-43	6	-0.2	-4	-0.6	-33	-5	-1	-24	-6
CCCNC(=O)c1ccc(CN2CCOCC2)cc1	-5	-8	-2	-0.1	1	1.0	-5	-35	-12	1	10
CC1=NOC(=O)/C1=C\c1ccc2c(c1)OCO2	14	22	9	-0.4	18	-0.5	1	6	-4	8	-30
Cc1noc(C)c1C(=O)Nc1ccc2ccccc2c1	8	-105	0	0.2	-91	1.1	16	-19	-44	-1	-33
NC(=O)c1cc2ccccc2o/c1=N\NC(=O)c1ccc(F)cc1	1	-10	-4	-0.1	-18	-0.6	2	-13	2	-29	-18
NC(=NC(=O)c1ccccc1)N1N=CCC1c1ccccc1 (stereo not drawn)	-4	-3	-2	0.0	-11	1.3	0	-17	-18	-16	5
CCCCCCNC(=O)CCCCCNS(=O)(=O)c1ccc(Br)cc1	-8	9	-6	0.3	18	-1.0	4	6	16	0	10
COc1cc(C(=O)O/N=C(\N)Cc2ccc([N+](=O)[O-])cc2)cc(OC)c1OC	·	16	1	-0.1	21	-0.7	6	-4	7	-38	-30
CCOC(=O)c1ccccc1NC(=O)c1nc2nccc(C)n2n1	6	18	-1	-0.1	7	12	-4	-7	-14	6	-12
NC(=O)/C(=C/c1ccco1)NC(=O)c1ccc(Br)o1	11	5	1	-0.3	1	-1.1	6	8	-18	-8	-24
CN1CCC(NC(=O)NC2CCCCC2)CC1	-12	10	0	-0.1	8	-0.2	-1	17	7	-2	0
CC(C)c1csc(CN2CCN(Cc3ccc(F)cc3)C(CCO)C2)n1 (stereo not drawn)	4	8	7	0.2	7	-0.3	3	-1	1	15	-18
O=C(Cn1ccc2ccccc2c1=O)NCC(=O)N1CCCCC1	4	13	3	-0.1	-1	0.1	-22	12	-8	2	0
Cc1nc(-c2ccc(Cl)cc2)sc1C(=O)O	-23	-212	1	-0.2	-212	-0.7	3	-73	-132	-16	13
CCN(C(=O)CSc1nc2ccccc2n1CCc1ccccc1)C1CCS(=O)(=O)C1 (stereo not drawn)	2	-13	3	0.1	4	4.3	-4	7	14	9	7
O=C(O)/C=C/c1cccc(NC(=O)c2ccc(Cl)cc2)c1	-2	7	-2	-0.2	-7	-0.6	-1	-2	-10	-12	7
CC(C)(C)NC(=O)c1nc2ccccc2s1	-15	-66	1	0.0	-30	-1.4	2	-22	-24	4	2
O=C(Oc1ccc(F)cc1)c1cccnc1	-8	7	-1	0.0	11	1.0	-11	5	-12	1	-16
Cc1ccc(C(=O)N(Cc2ccc3c(c2)OCO3)Cc2nc3ccccc3c(=O)[nH]2)cc1	3	11	0	0.1	13	1.4	-8	6	-12	3	5
CSCC[C@H](NC(=O)c1ccc(Cl)c(S(=O)(=O)N2CCCC2)c1)c1nc2ccccc2[nH]1	0	16	1	-0.1	25	-2.4	9	-52	11	-5	-5
COc1cccc(CN(C(=O)Cc2c[nH]c3ccccc23)C(C(=O)NC2CCCCC2)c2ccc(C)o2)c1 (stereo not drawn)	5	4	1	-0.2	45	-1.7	4	-9	-8	25	-4
Cc1ccc(Cn2cc(CN3CC(N4CCCCC4)CS3(=O)=O)nn2)cc1 (stereo not drawn)	·	-2	·	0.1	·	0.1	·	·	-3	-4	·
